Assay outcomes deposited in PubChem by Broad Institute.
S100A4 MyoIIA: inhibitors of S100A4-myosin IIA peptide binding, primary screen, biochemical, fluorescence polarization, TAMRA-MyoIIA peptide; hit rate 0.14% among 360,000; AID 652163, 2013; inhibition, % at 10.7 µM;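 active = mean inhibition of at least 70% across replicates, with every replicate also reaching that level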
Target sequence (P26447 whole entry, looked up): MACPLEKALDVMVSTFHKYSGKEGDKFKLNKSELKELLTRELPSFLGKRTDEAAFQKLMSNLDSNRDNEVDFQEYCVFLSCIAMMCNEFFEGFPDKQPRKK
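assay system = human S100A4 monomer with TAMRA-labelled myosin IIA peptide | also added = labelled myosin peptide probe, 5 nM | incubation = 5 min between mix addition and reading | control set = DMSO and TFP controls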
Cneo AK release: Cryptococcus neoformans cell lysis inducers, primary screen, AK release luminescence, single concentration | AID 651654, 2012 | hit rate 0.2% among 360,000 | lysis activity, % at 15 µM | C. neoformans lysis, adenylate kinase release luminescence, 4 h; normalised: neutral wells 0, clomiphene wells 100;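 active = mean lysis activity across replicates of at least 80%, whatever share of replicates individually reach that level; inactive = mean lysis activity below 80%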
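Schedule: static 4 h at 37 °C with compound, 1 h detection; system: C. neoformans cells; benchmarks: Clomiphene as positive control; buffer or medium: fresh YPD medium; measure: luminescence rise reflecting yeast cell lysis; measured by: luminescent adenylate kinase detection reagent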
XiGFP reactiv: activators of inactive X chromosome reactivation, primary screen, imaging, XiGFP fibroblasts, GFP high-content imaging, set 2 | hit rate 0.055% among 360,000 | activation, % at 7.58 µM | XiGFP mouse fibroblasts, % GFP-positive cells imaging, 3 d; cells co-treated with 5-aza-dC sensitizer; scaled so ellipticine positive control = 100%;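 active = mean normalized replicate activation at least 10% and every replicate at or above 10%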;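 note: 0% = median of on-plate neutral control wells and 100% = ellipticine 6 µM median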
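material = 68-5-11 XiGFP fibroblast line | medium = DMEM plus 5-aza-dC sensitizer | schedule = 3 days compound exposure | benchmarks = positive control ellipticine, 6 µM final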
ERAP1 HTS inh: human ERAP1 aminopeptidase inhibitors, primary screen, biochemical, single point, plate reader. recombinant ERAP1, Leu-AMC fluorescence, 60 min. AID 652197, 2013. hit rate 0.15% among 340,000. inhibition, % at 10.7 µM;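 active = mean replicate inhibition of at least 30%, or all replicates individually reaching that 30% level; inactive = mean below 30% and not every replicate reaching it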;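 note: 0% = neutral control wells and 100% = L-leucinethiol positive control wells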
Target sequence (Q9NZ08 whole entry, looked up): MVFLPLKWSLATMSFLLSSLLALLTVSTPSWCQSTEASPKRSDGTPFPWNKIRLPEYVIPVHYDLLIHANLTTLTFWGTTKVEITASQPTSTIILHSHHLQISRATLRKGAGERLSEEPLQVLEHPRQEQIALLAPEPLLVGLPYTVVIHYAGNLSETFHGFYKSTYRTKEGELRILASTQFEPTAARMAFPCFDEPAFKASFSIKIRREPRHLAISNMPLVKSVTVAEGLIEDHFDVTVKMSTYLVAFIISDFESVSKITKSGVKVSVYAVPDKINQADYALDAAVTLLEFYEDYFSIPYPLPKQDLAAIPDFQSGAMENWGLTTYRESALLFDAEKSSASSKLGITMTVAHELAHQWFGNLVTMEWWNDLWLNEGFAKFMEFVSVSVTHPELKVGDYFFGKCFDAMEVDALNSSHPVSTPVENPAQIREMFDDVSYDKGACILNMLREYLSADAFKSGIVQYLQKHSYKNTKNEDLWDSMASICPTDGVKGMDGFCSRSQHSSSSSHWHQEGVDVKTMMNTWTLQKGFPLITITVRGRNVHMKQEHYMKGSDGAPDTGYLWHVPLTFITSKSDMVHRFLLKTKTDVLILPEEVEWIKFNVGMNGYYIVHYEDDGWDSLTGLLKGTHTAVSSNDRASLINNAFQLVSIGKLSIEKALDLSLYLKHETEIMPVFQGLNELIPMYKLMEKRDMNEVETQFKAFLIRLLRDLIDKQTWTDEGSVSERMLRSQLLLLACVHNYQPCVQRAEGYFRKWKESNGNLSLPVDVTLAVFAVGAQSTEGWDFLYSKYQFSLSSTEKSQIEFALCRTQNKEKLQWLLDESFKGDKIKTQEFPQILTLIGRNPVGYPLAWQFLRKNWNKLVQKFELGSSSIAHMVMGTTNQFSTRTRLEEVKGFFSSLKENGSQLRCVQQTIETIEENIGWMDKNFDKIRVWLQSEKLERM
SIRT5 inh: SIRT5 desuccinylase inhibitors, primary screen, biochemical, fluorescence imaging, single point, set 5. NAD-dependent protein deacylase sirtuin-5, mitochondrial (Homo sapiens), Q9NXA8. AID 652115, 2013. hit rate 1.1% among 330,000. Purified SirT5, succinyl-peptide AMC, trypsin-coupled fluorescence. inhibition, % at 15 µM; in the data active = inhibition above about 15%
LGR2 antag: inhibitors of bursicon-induced LGR2 CRE-luciferase signal, primary screen, cell-based, HEK293, CRE-luciferase reporter, bursicon stimulation; Drosophila bursicon receptor LGR2 (rickets); hit rate 0.35% among 380,000; inhibition, % at 9.99 µM; bursicon-stimulated, 4 h;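 active = drop in luminescence signal, shown as inhibition above about 50% in the replicate tests, limit read from the data, passing the limit was not always enough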;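 note: agonist challenge used bursicon conditioned medium at about half maximal strength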
C2C12 statin: suppressors of statin myotoxicity in C2C12 myotubes, primary screen, cell-based, single point, plate reader. C2C12 myotubes + simvastatin, ATP luminescence, 48 h; scaled: DMSO 0, geranylgeraniol control 100. rescue of ATP level, % at 7.49 µM. hit rate 0.78% among 330,000. AID 602340, 2012;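 active = mean ATP rescue above about 67%, or every replicate alone reaching that limit, limit read from the data, passing the limit was not always enough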;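 note: myotubes were challenged with 10 µM simvastatin during compound exposure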
PGC1a acetyl inh: inhibitors of PGC1a acetylation signal, primary screen, cell-based, U2OS, AlphaScreen, inhibitor mode. AlphaScreen anti-acetyl-lysine; with virally co-expressed GCN5 acetyltransferase. inhibition, % at 15.6 µM. hit rate 0.17% among 350,000;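 active = every replicate shows inhibition of at least 40%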;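 note: 0% = neutral control wells and 100% = positive control wells; some results beyond the cut were filed as inactive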
* marks the source's active call; other numbers are inactive results; . = not tested or not shown; & = joins results of further samples. Only part of the results is shown, so the mix of outcomes need not match the whole.

SMILES	S100A4 MyoIIA	Cneo AK release	XiGFP reactiv	ERAP1 HTS inh	SIRT5 inh	LGR2 antag	C2C12 statin	PGC1a acetyl inh
CC(C)CC(NC(=O)C1CCC(C)CC1)C(=O)Nc1ccc2c(c1)OCCO2 (centres undefined)	3.0	1.8	0.4	.	.	-8.7	-3.8	.
CN(C(=O)CC1C(=O)NCCN1CC1CCCCC1)C1CCOCC1 (centres undefined)	2.3	-0.1	0.0	-1.7	-4.2	-3.3	5.3	-2.7
CCC(=O)NC(=S)Nc1ccc(NC(=O)c2ccc([N+](=O)[O-])cc2Cl)cc1	0.8	6.1	0.6	-0.2	-8.6	8.4	8.1	3.8
COc1ccc(CCCc2nnc(SCC(=O)Nc3cccc(C)c3)o2)cc1	4.1	-0.8	.	-1.2	0.0	2.7	13.9	-15.8
CCCC(=O)Nc1nnc(/C=C/c2ccc(OC)cc2)s1	-3.3	.	-0.1	8.4	-1.3	-1.1	.	.
CC(O)CCc1ccc(O)cc1 (centres undefined)	3.0	.	0.3	0.8	-6.1	23.6	.	.
O=C(CSc1nnc(Cc2ccccc2)o1)N1CCCC1	-0.9	.	0.0	0.8	-1.6	-18.1	.	-0.7
CC(C(=O)O)n1c2ccccc2c2cnn(C)c(=O)c21 (centres undefined)	-1.9	-10.2	0.3	2.0	-1.8	-11.6	3.0	1.6
COc1ccc(-c2csc(Nc3ccc(Oc4ccccc4)cc3)n2)cc1	-6.8	-13.1	0.2	.	.	0.5	-2.4	12.6
CC(C)CC(NC(N)=O)C(=O)Nc1cccc([N+](=O)[O-])c1 (centres undefined)	2.7	.	0.0	-1.7	.	10.2	.	-2.1
COc1ccc(/C=N/N(C)c2cc(=O)n(C)c(=O)[nH]2)cc1OC	-1.8	-2.6	0.0	-4.8	8.7	-16.0	-0.6	9.4
CC(=O)Nc1cccc(-c2ccnc3c2CC(C)(C(=O)NCc2ccc(F)c(F)c2)O3)c1 (centres undefined)	0.2	-1.6	0.2	5.2	2.6	-22.0	-39.7	.
Cc1cc(C)nc(SCc2ccc(C(=O)N/N=C3\CC(C)CC(C)(C)C3)cc2)n1 (centres undefined)	3.5	-2.2	0.4	-1.3	-2.5	-6.9	.	.
Cc1noc(C)c1S(=O)(=O)N(C)C[C@@H]1Oc2ccc(NC(=O)Nc3ccc4c(c3)OCO4)cc2CC(=O)N([C@@H](C)CO)C[C@H]1C	4.0	.	0.0	-0.3	4.7	4.2	.	1.7
CCOc1ccccc1CN1C(=O)NC2(CCCCCC2)C1=O	-4.7	-1.8	0.2	-0.8	-5.9	-0.6	4.9	-8.7
Cc1cc(N=O)c(C)cc1O	-0.9	-0.7	.	-3.3	1.6	-3.5	16.3	-17.6
C[C@H](CO)N1C[C@H](C)[C@H](CN(C)Cc2ccc3c(c2)OCO3)OCCCC[C@H](C)Oc2ccc(NC(=O)CCCN(C)C)cc2C1=O	13.4	-2.5	-0.1	3.4	-3.0	-9.7	-46.4	1.5
CC(C)(C)c1ccc(OCCC(=O)OCC(=O)NC(=O)NC2CCCC2)cc1	-0.2	.	0.0	-2.2	1.7	2.7	23.4	.
Oc1ccc(/C=N/n2c(COc3ccccc3)n[nH]c2=S)cc1O	-5.5	.	0.0	-2.3	-1.6	-6.2	.	.
C[C@@H]1CN([C@@H](C)CO)C(=O)c2cccc(NC(=O)Nc3ccccc3)c2O[C@H]1CN(C)C(=O)Nc1ccc2c(c1)OCO2	3.3	-1.2	0.2	-1.6	-8.4	-2.3	-2.1	7.0
CC(NCCOCCOc1ccccc1)c1ccccc1 (centres undefined)	10.6	.	0.3	-0.1	0.9	-7.4	.	.
COc1ccc(NC(=O)Nc2ccc3c(c2)C(=O)N([C@@H](C)CO)C[C@@H](C)[C@@H](CN(C)C(=O)Nc2ccc(C(F)(F)F)cc2)OCCCC[C@@H](C)O3)cc1	5.6	2.9	-1.1	-3.5	3.9	6.8	.	13.4
Cc1ccc(NC(=S)c2ccccc2)cc1	.	-2.9	0.0	.	.	-55.7	-13.0	10.7
COc1ccc(-c2nc(CS(=O)CC(=O)NCc3ccc4c(c3)OCO4)c(C)o2)cc1 (centres undefined)	-3.5	-2.6	0.0	4.1	4.2	19.5	24.0	-0.2
C[C@@H]1CN([C@H](C)CO)C(=O)CCCn2nncc2CO[C@H]1CN(C)Cc1cccc(O)c1	3.5&-1.4	1.8&-1.3	0.9&-0.2	-1.6&4.5	-1.5&0.9	0.1	9.0&7.4	4.5&4.9
Other results follow.
SMILES	S100A4 MyoIIA	Cneo AK release	XiGFP reactiv	ERAP1 HTS inh	SIRT5 inh	LGR2 antag	C2C12 statin	PGC1a acetyl inh
C[C@@H]1CN([C@H](C)CO)C(=O)c2cc(NS(=O)(=O)c3ccc(Cl)cc3)ccc2O[C@@H](C)CCCCO[C@@H]1CN(C)Cc1ccccc1	-5.5	-0.5	0.5	-2.2	20.8*	25.4	.	5.9
CCc1ccc(-c2cc(C)no2)cc1S(=O)(=O)N1CCN(c2ccccn2)CC1	0.1	-1.2	0.2	-1.5	-2.9	-7.4	-4.2	-8.3
C=CCN1C(=O)[C@@]2(O[C@@H](CCO)[C@H]([Si](C)(C)c3ccc(OC)cc3)[C@H]2C)c2ccccc21	0.1	-1.9	.	2.0	8.2	.	.	-14.8
C[C@@H]1CN([C@H](C)CO)S(=O)(=O)c2ccc(-c3ccccc3)cc2O[C@H]1CN(C)Cc1cccc(F)c1	-3.9	5.1	-1.4	-3.6	-0.3	15.7	-67.7	33.0
O=C(CN1C(=O)c2cccc([N+](=O)[O-])c2C1=O)N1CCN(c2ccc(F)cc2)CC1	-1.6	.	0.0	-0.6	0.6	15.6	.	.
CCOc1ccc(NC(=O)NNC(=O)C2CCC(C(C)(C)C)CC2)cc1 (centres undefined)	0.2	.	0.3	-1.2	-1.9	-6.3	7.6	.
CN(Cc1ccccc1)C(=O)c1ccc(NC(=O)Cc2ccc(NC(=O)C3CCCN(C(=O)CCc4ccccc4)C3)cc2)cc1 (centres undefined)	-5.0	2.4	0.2	-3.6	-2.1	8.6	-1.6	1.7
O=C(Nc1ccc2c(c1)OCO2)N[C@H]1CC[C@H](CC(=O)N2CCN(c3ccccc3)CC2)O[C@@H]1CO	-0.9	-3.1	0.2	0.7	-0.2	-6.3	-3.7	5.7
Cc1ccc(F)cc1NC(=O)CCOc1ccccc1	3.0	0.6	-0.8	0.0	0.7	21.1	6.6	2.2
O=C(c1cccc(F)c1)N(Cc1nc2ccccc2c(=O)[nH]1)C1CCCC1	2.5	.	0.2	-4.8	3.6	-0.8	.	.
COc1cc(SC)ccc1C(=O)NCCc1c[nH]c2ccccc12	2.3	2.1	0.1	-0.1	-4.9	-33.2	-8.6	-2.8
CCC(=O)N1CCN(c2ccc(NC(=O)COc3cccc(C)c3C)cc2)CC1	-7.8	0.3	-0.1	-5.4	1.9	6.1	19.0	.
Cc1ccc(S(=O)(=O)Nc2cccc3c2O[C@H](CN(C)S(=O)(=O)c2cccs2)[C@@H](C)CN([C@@H](C)CO)C3=O)cc1	10.5	63.2	0.0	-2.2	3.7	3.0	-6.5	-1.7
CN(CC(=O)Nc1ccc(Cl)cc1)C(=O)C1=COCCO1	9.4	0.7	0.0	1.8	-3.6	11.6	1.4	5.1
Cc1ccc(S(=O)(=O)Nc2ccc3c(c2)C(=O)N([C@H](C)CO)C[C@H](C)[C@H](CN(C)S(=O)(=O)c2ccc(C)cc2)OCCCC[C@H](C)O3)cc1	8.6	-1.2	0.2	-1.1	4.1	34.0	.	8.7
Cc1ccc(S(=O)(=O)N[C@H]2CC[C@@H](CC(=O)N3CCN(c4ccccc4)CC3)O[C@H]2CO)cc1	9.2	0.8	-0.3	-0.3	-4.3	23.2	3.7	-0.7
O=C(CN=C1NS(=O)(=O)c2ccccc21)OCC(=O)c1ccccc1	-1.9	.	0.0	.	-5.7	9.0	.	7.5
O=C(C[C@H]1CC[C@H]2[C@@H](COC[C@@H](O)CN2S(=O)(=O)c2ccccc2)O1)NCCN1CCCC1	7.7	.	0.1	1.5	-7.9	23.5	.	1.3
COc1ccccc1-c1ccc2n(c1=O)C[C@@H]1[C@@H](CO)[C@H](C(=O)O)N(C(=O)c3cccnc3)[C@H]21	-5.9	44.0	0.0	0.4	1.1	13.6	-13.7	.
Cc1cc[n+](-c2nc([O-])sc2/C=N/Nc2ccc([N+](=O)[O-])cc2)cc1	-2.8	-0.3	.	2.2	-3.1	4.1	9.3	18.7
O=C(O)c1ccc(NC2=C(Cl)C(=O)c3ccccc3C2=O)cc1	5.3	-3.0	0.0	7.5	2.9	9.9	-236.2	7.0
COC(=O)CN(c1nc(C)c(Cl)c(OC)n1)S(=O)(=O)c1ccc(C)cc1	.	-1.8	.	.	.	7.1	2.0	-7.9
COc1ccc(CNC(=O)c2cn(Cc3ccccc3F)c(=O)s2)cc1	-1.4	0.7	0.0	.	.	3.6	8.1	.
O=S(=O)(Nc1cccc(Oc2ccc(Cl)cc2)n1)c1ccc(F)cc1	-4.1	0.4	.	-0.7	-3.5	0.4	1.1	1.8
Cc1cccc(NC(=O)CSc2nnc(CNC(=O)c3ccco3)n2C)c1	0.5	3.2	0.0	0.2	0.7	6.1	10.1	.
CCN1C[C@@H]2[C@@H]3C(=O)N(Cc4ccccc4)C(=O)[C@@H]3[C@](Cc3ccccc3)(C(=O)OC)N2C1=NCc1ccccc1	-2.7	-3.6	-0.1	0.0	-7.4	2.6	6.3	4.3
O=C(COC(=O)/C=C/c1cccc(C(F)(F)F)c1)NCc1cccs1	1.5	0.8	-0.1	-2.1	0.2	5.9	1.4	.
O=C(C[C@@H]1C[C@H]2c3cc(NS(=O)(=O)c4ccc(F)cc4)ccc3O[C@H]2[C@H](CO)O1)NCc1cccc(F)c1	2.3	-0.9	0.0	2.9	0.3	-7.9	8.7	1.2
CN1C(=O)Cc2cc(S(=O)(=O)N3CCN(c4cccc(C(F)(F)F)c4)CC3)ccc21	2.6	4.2	0.2	3.7	-2.5	-3.1	46.3	-12.5

Exported with two lines to a compound: part of the list above
Fields: S100A4 MyoIIA, Cneo AK release, XiGFP reactiv, ERAP1 HTS inh, SIRT5 inh, LGR2 antag, C2C12 statin, PGC1a acetyl inh
Cc1ccc(S(=O)(=O)N[C@H]2CC[C@@H](CC(=O)N3CCN(c4ccccc4)CC3)O[C@H]2CO)cc1
 : 9.2, 0.8, -0.3, -0.3, -4.3, 23.2, 3.7, -0.7
O=C(CN=C1NS(=O)(=O)c2ccccc21)OCC(=O)c1ccccc1
 : -1.9, ., 0.0, ., -5.7, 9.0, ., 7.5
O=C(C[C@H]1CC[C@H]2[C@@H](COC[C@@H](O)CN2S(=O)(=O)c2ccccc2)O1)NCCN1CCCC1
 : 7.7, ., 0.1, 1.5, -7.9, 23.5, ., 1.3
COc1ccccc1-c1ccc2n(c1=O)C[C@@H]1[C@@H](CO)[C@H](C(=O)O)N(C(=O)c3cccnc3)[C@H]21
 : -5.9, 44.0, 0.0, 0.4, 1.1, 13.6, -13.7, .
Cc1cc[n+](-c2nc([O-])sc2/C=N/Nc2ccc([N+](=O)[O-])cc2)cc1
 : -2.8, -0.3, ., 2.2, -3.1, 4.1, 9.3, 18.7
